GalR3 antagonist: GalR3 antagonists in HEK293 cells, primary screen, cell-based, fluorescence readout; inhibition, % at 3 µM; HEK293 GalR3-CNG cAMP membrane potential fluorescence; galR3 body fused to GalR1 C-terminus; actives 0.44% (n = 360,000); Galanin receptor type 3 (Homo sapiens), O60755;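 active = inhibition above the screen-wide average plus 3 SD, cut at about 13% in these data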;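 note: forskolin and galanin both at EC90 stimulate the cells; cAMP rise reported by CNG channel membrane potential dye signal; 0% = forskolin plus galanin with DMSO and 100% = forskolin alone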
Target sequence (O60755 1-299 limits assumed): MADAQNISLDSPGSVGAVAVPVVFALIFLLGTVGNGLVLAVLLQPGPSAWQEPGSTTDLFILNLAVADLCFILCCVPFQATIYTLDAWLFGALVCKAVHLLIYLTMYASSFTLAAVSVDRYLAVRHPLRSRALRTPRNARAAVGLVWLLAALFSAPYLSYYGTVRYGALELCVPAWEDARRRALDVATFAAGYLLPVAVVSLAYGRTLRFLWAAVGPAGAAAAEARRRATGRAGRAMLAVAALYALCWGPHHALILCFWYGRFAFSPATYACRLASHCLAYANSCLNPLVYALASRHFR
* hit, by the source's call.

SMILES | GalR3 antagonist
O=C1CC(c2ccccc2)Oc2ccc(Cl)cc21 (centres undefined) | -6
CCOC(=O)c1cc(OCC)c2c(ccc3ccccc32)n1 | -1
Cn1c(=O)c2ncn(C)c2n(C)c1=O | -3
COCCN(C(=O)c1cc(CN2C(=O)c3ccccc3C2=O)ccc1OC)c1c(N)n(CC(C)C)c(=O)[nH]c1=O | -6
COC(=O)c1cccc(CN2C(=O)C(C)Oc3ccc(C)cc32)c1 (centres undefined) | -8
C[C@@H]1CCCCO[C@H](CN(C)Cc2ccccc2)[C@@H](C)CN([C@H](C)CO)C(=O)c2cc(NS(=O)(=O)c3ccc(Cl)cc3)ccc2O1 | -8
Cc1ccccc1NC(=O)Nc1nc(CN)cs1 | -7
CCCCSc1nc2c([nH]1)c(=S)n(C)c(=O)n2C | -3
COc1ccc(NS(=O)(=O)c2cc([N+](=O)[O-])ccc2N/N=C/c2c(C)[nH]c3ccccc23)cc1 | 1
CN(C)C(=O)c1cccc(-c2cnc3c(NC=O)cc(-c4cc(F)c(F)c(F)c4)cn23)c1 | -6
COc1cc(CNc2cccc3c2S(=O)(=O)N([C@H](C)c2ccccc2)C[C@@H](COCc2ccccc2)O3)cc(OC)c1OC | -4
COC(=O)C1=C(C)N(Cc2cccc(C(F)(F)F)c2)C(=NCc2cc(OC)c(OC)c(OC)c2)NC1c1ccc(Cl)cc1 (centres undefined) | -1
Cc1cccc(C)c1NC(=O)CN1CCN(C(=O)CNC(=O)Cc2cccc3ccccc23)CC1 | -3
O=C(Nc1cccc(C(=O)O)c1)/C(=C\c1ccccc1)NC(=O)c1ccc(Br)o1 | 2
Cc1ccc(NC(=O)c2cc(S(=O)(=O)N3CCOCC3)ccc2Cl)cc1S(=O)(=O)N1CCOCC1 | -7
O=c1[nH]c(=O)n(CCCc2ccccc2)cc1-c1ccccc1 | 4
COc1ccc(Cn2c(=O)oc3ccccc32)cc1 | -4
COc1ccc(CSC(=S)NNc2ccccc2)cc1 | 1
C[C@@H]1CN([C@@H](C)CO)C(=O)CCCn2cc(nn2)CO[C@H]1CN(C)C(=O)c1ccc(N2CCN(C)CC2)cc1 | 0
O=C(CCNC(=O)c1ccccc1Cl)NCC1COc2ccccc2O1 (centres undefined) | -2
CCCCn1c(N)c(N(CCC(C)C)C(=O)CSc2nc3ccccc3n2C)c(=O)[nH]c1=O | -1
COc1ccc(OC)c(C(=O)CSc2nnc(C3CC3)n2C2CC2)c1 | -4
O=C(Nc1ccc(OC(F)(F)F)cc1)c1cc(S(=O)(=O)N2CCCCC2)ccc1N1CCOCC1 | -7
CCOc1ccc(-c2cc(C(=O)Nc3cccc(C(F)(F)F)c3)[nH]n2)c(C)c1 | -6
CCN(CC)C(=O)C1=C(C)N(CCC2=CCCCC2)C(=O)C(CC(=O)NCc2cccc3ccccc23)C1 (centres undefined) | -9
CC(=O)N1C[C@H]2CON(C)[C@H]2C[C@H]1c1ccccc1Br | -5
CC(C)(C)c1ccc(CC(=O)N2CCC2(C)C(=O)Nc2cccc3cccnc23)cc1 (centres undefined) | -6
C[C@H](CO)N1C[C@H](C)[C@H](CN(C)C(=O)Nc2cccc(C(F)(F)F)c2)OCc2cnnn2CCCC1=O | -5
COC(=O)c1ccc2nc(-c3cccc(Cl)c3)c(Cc3cccc(Cl)c3)n2c1 | -5
O=c1cc(-c2ccccc2)ss1 | -4
CC(C)N1CCCC(C)(C(=O)Nc2cccc(Oc3ccccc3)c2)C1 (centres undefined) | 6
CN(CC(=O)Nc1ccc(Cl)cc1)C(=O)CN1C(=O)C2CCCCC2C1=O (centres undefined) | -3
COCCNc1nc(NCCOC)c2sc(-c3ccccc3)cc2n1 | 0
C[C@H]1CN(S(=O)(=O)C(C)(C)C)[C@H](CCO)/C1=C\c1ccccc1 | -5
Cc1nc2c(OCCN3C(=O)c4ccccc4C3=O)cccn2c1N(C)C(=O)CCC1CCCC1 | -5
NC(=S)NN=C1Cc2cccc3cccc1c23 | -4
CCN(CC)c1nc(NNC(=O)c2ccccc2)nc(N(CC)CC)n1 | -6
CC(C)N(C(=O)[C@H]1C[C@H](CC(=O)NCCC2=CCCCC2)C(=O)N2CCc3c([nH]c4cc(CCC(=O)N(C)C)ccc34)[C@]12C)C(C)C | -5
N#Cc1ccc(C(=O)Nc2cc(S(=O)(=O)N3CCOCC3)ccc2N2CCOCC2)cc1 | -3
CCCCCCCSc1ncnc2[nH]ncc12 | 4
C[C@H]1CN([C@@H](C)CO)C(=O)CCCn2nncc2CO[C@H]1CN(C)C(=O)C1CC1 | -4
COc1ccc(S(=O)(=O)NC(=O)C2(C)CCN2C(=O)c2ccccc2CCc2ccccc2)cc1 (centres undefined) | -6
CCn1cc(/C=C(\NC(=O)c2ccccc2OC)C(=O)NCCN2CCOCC2)c2ccccc21 | -8
COc1ccc(-c2nc3c(Cl)cc(C(F)(F)F)cn3c2Cc2ccccc2C(F)(F)F)cc1OC | 4
CCOC(=O)C(C)N1c2cccc3cccc(c23)S1(=O)=O (centres undefined) | 0
CC1(C(=O)NS(=O)(=O)c2cccc(F)c2)CCN1C(=O)Cc1cc(F)ccc1F (centres undefined) | -5
CCc1c(Nc2ccccc2C)nc(N)[nH]c1=O | -1
COc1ccc(NC(=O)C2Cc3c(-c4cccc(F)c4)ccnc3O2)cn1 (centres undefined) | -4
CC(=O)Nc1ccc(-c2ccnc3c2CC(C)(C(=O)Nc2cccc(C(C)=O)c2)O3)cc1 (centres undefined) | -3
NC(COCc1ccccc1)c1csc(Nc2nncc3ccccc23)n1 (centres undefined) | -2

(further entries)
SMILES | GalR3 antagonist
C=CCC[C@@H](CCCCC)OC(=O)/C=C/[C@@H](O)[C@H](O)C[C@@H](O)CC=C | -8
CC(=O)Nc1ccc(-c2ccnc3c2CC(C)(C(=O)Nc2ccc4c(c2)OCO4)O3)cc1 (centres undefined) | 2
C=CCn1c(SCC(=O)c2c(N)n(C3CC3)c(=O)[nH]c2=O)nnc1-c1ccc(OC)cc1 | 1
COCCN(Cc1nc2ccccc2c(=O)[nH]1)C(=O)COc1ccccc1-c1ccccc1 | -4
Cc1nc2cc[nH]n2c(=O)c1CCc1ccccc1 | -9
CC(=O)c1cccc(NC(=O)c2cc(S(=O)(=O)N3CCCCC3)ccc2N2CCOCC2)c1 | -6
CC1(C(=O)Nc2cccc(OC(F)(F)F)c2)Cc2c(-c3cccc(C(N)=O)c3)ccnc2O1 (centres undefined) | -10
CCOC(=O)C1=CCC(c2ccc(Cl)cc2)N(S(=O)(=O)c2ccc(C)cc2)C1 (centres undefined) | -7
Cc1cc(Cl)ccc1N(CC(=O)N(C)Cc1ccccc1)S(C)(=O)=O | -6
CON=C(C(=O)NC1C(=O)N2C(C(=O)O)=C(CSc3nc(=O)c(=O)[nH]n3C)CSC12)c1csc(N)n1 (centres undefined) | 1
COc1ccc(-c2cc(NC(C)=O)c3ncc(-c4ccc(OC)c(OC)c4)n3c2)c(OC)c1 | -4
O=C1Cc2cc(S(=O)(=O)N3CCN(c4ccc(O)cc4)CC3)ccc2N1 | -3
C#Cc1cccc(Nc2nc(NCc3ccccc3)nc3ccsc23)c1 | -3
O=C(OCC(=O)c1ccc[nH]1)c1ccc(S(=O)(=O)C(F)F)cc1 | -8
COc1ccccc1NC(=O)N(C)C[C@@H]1OCc2cnnn2CCCC(=O)N([C@H](C)CO)C[C@H]1C | -2
COc1ccc(NC(=O)c2cc(C3CCCCN3S(C)(=O)=O)on2)c(C)c1 (centres undefined) | -8
N#Cc1ccc(Cl)cc1NC(=O)CNc1cccc(S(=O)(=O)N2CCCC2)c1 | -4
CN(C(=O)COc1ncnc2ccc(Br)cc12)C1CCCCC1 | 1
Cc1noc(C)c1S(=O)(=O)N(C)C[C@H]1OCCCC[C@H](C)Oc2ccc(NC(=O)CCCN(C)C)cc2C(=O)N([C@H](C)CO)C[C@@H]1C | -5
O=C(NCCN1CCOCC1)c1ccc(NC(=O)c2ccc(Br)o2)cc1 | 7
C=C1C(=O)[C@]23C[C@H]1CC[C@H]2[C@]1(C)[C@@H](O)CC[C@@](C)(C(=O)O)[C@H]1C[C@@H]3O | -6
Nc1ccn([C@@H]2O[C@H](C(=O)N[C@H](Cc3ccccc3)C(=O)N[C@H]3CCCCNC3=O)[C@@H](O)[C@H]2O)c(=O)n1 | -5
COc1ccc(-n2nnnc2CNC(=O)C2CC(=O)N(c3ccc(F)cc3)C2)cc1 (centres undefined) | -4
COc1ccc(SC2=C[C@@]3(O)CC[C@@H](O)[C@@](Sc4ccc(OC)cc4)(C2=O)[C@H]3O)cc1 | 7
CCCCCC1C(=O)CCC1CC(=O)OC (centres undefined) | -6
CC1(C)NC(=O)N(CCC(=O)Nc2ccc(C(C)(C)C)cc2)C1=O | -2
CCCCn1cnc2c(SCc3ccc(Cl)cc3)nc(N)nc21 | -9
COc1ccc(S(=O)(=O)N2CCN(C(=O)c3ccccc3Cc3ccccc3)CC2)cc1OC | -5
COCCNC(=O)C1(C)CCCN(C(=O)c2ccccc2OC(F)(F)F)C1 (centres undefined) | -4
COc1cc(OC)cc(C(=O)N(Cc2ccco2)c2c(N)n(Cc3ccccc3)c(=O)[nH]c2=O)c1 | -6
COc1ccc(C(C#N)=Cc2ccc(N(C)CCC#N)cc2)cc1 | -2
Cc1cc(-c2cc(NC(=O)Cc3c(C)[nH]c4ccccc34)ccc2Nc2cccnc2)ccc1F | -9
COc1ccc(NC(=O)COC(=O)c2c(C)noc2C)cc1Cl | -7
CCN1C(=O)[C@H]2[C@H]3CN=C(SCC(=O)c4ccccc4)N3[C@@](C)(C(=O)OC)[C@H]2C1=O | -3
COc1ccc(C(=O)NCC[N+](C)(C)C)cc1 | -6
Cc1nc(CN2CCN(S(=O)(=O)c3c(Cl)cc(Br)cc3Cl)CC2)cs1 | -5
COc1ccc(NC(=O)c2ccc(NC(=O)c3nc4nc(C)cc(C)n4n3)cc2)cc1 | 0
COc1ccc(C2c3cc4c(cc3OC(NNC(N)=O)C2C)OCO4)cc1 (centres undefined) | -6
CCc1nc2ccc(C(=O)NCc3cccs3)cn2c1N(CC)Cc1cccc(Br)c1 | -7
CC(C)C[C@H]1CNC(=S)N1CC1CCN(CC2CCCC2)CC1 | -5
CCOc1ccc(-c2ccc(C3=CC(=O)C[C@H](c4ccc(F)cc4)C3)cc2)cc1 | -4
COc1cc(Nc2ccn3nc(-c4ccccc4Cl)cc3n2)cc(OC)c1OC | -6
O=C(NN=Cc1cc(Cl)ccc1[N+](=O)[O-])c1cccc2ccccc12 | -4
COc1cc(OC)c(C(=O)OCC(=O)NCC2CCCCC2)cc1OC | 1
CCc1nc2ccc(C(=O)NCCOc3ccc(OC)cc3)cn2c1N(CC)CCOC | -2
COc1ccc(CCC2(C)OCC(CCCCO)O2)cc1 (centres undefined) | 1
CC(=O)Nc1cc(-c2cccc(C(=O)N(C)C)c2)cn2c(-c3ccc(C(C)=O)cc3)cnc12 | -8
Cc1noc(C)c1S(=O)(=O)NC(=O)C1(C)CCN1C(=O)CC(c1ccccc1)c1ccccc1 (centres undefined) | -8
CSc1ccccc1C(=O)OCC(=O)NC1CCCCCCC1 | -9
COc1ccc(C(CNC(=O)c2ccc(C)c(S(=O)(=O)N3CCCCC3)c2)N2CCCC2)cc1 (centres undefined) | -2

Going on with the list:
SMILES | GalR3 antagonist
CCOC(=O)N1CCN(S(=O)(=O)N2CCCC(C(=O)NCc3cc(OC)ccc3OC)C2)CC1 (centres undefined) | 1
CCOC(=O)C1=CNS(=O)(=O)NC1c1ccc(C#N)cc1 (centres undefined) | -6
CSCCC(NC(=O)c1ccccc1Cl)C(=O)NCC(c1cccs1)N(C)C (centres undefined) | -4
Cc1cc(C(C)(C)C)cc(CN2CCN(S(=O)(=O)c3cccs3)CC2)c1O | -6
Cc1cc2nc(-c3ccc(Cl)cc3)c(CC(C)(C)C)n2c(C)c1Br | -5
CCc1nc2ccc(C(=O)NCCc3c[nH]c4ccccc34)cn2c1N(C)Cc1nccn1C | -4
COc1cc(C(=O)N2Cc3cc4ccccc4nc3C2C)cc(OC)c1OC (centres undefined) | -5
C=CCN=C1NC(c2ccccc2C(F)(F)F)C(C(=O)OC)=C(C)N1Cc1cccc(C(F)(F)F)c1 (centres undefined) | -7
Cc1cnc(-c2nc3ccccc3n2C(C)C(=O)Nc2c(C)cccc2C)cn1 (centres undefined) | -5
O=CNc1cc(-c2ccc(C(=O)N3CCOCC3)cc2)cn2c(-c3ccc(F)cc3)cnc12 | 0

Compound activity (PubChem)

An excerpt (hit frequency here may not be typical).
